# High-throughput results from PubChem BioAssay.
# mIAP act: increases mouse intestinal alkaline phosphatase activity. muIAP, CDP-Star luminescence, 30 min; stronger effect = higher value; 1 = vehicle-only enzyme signal, 0 = enzyme-free wells. activation factor at 10 µM. actives 0.24% (n = 330,000). AID 2805;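 active means activation factor of at least 2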; further: the source names both 10 and 20 µM as test concentration; values of inactives mirror those of a sister screen read the other way
#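 Assay system: mouse IAP enzyme / Compound: DMSO-dissolved test compounds / Timing: 30 min, room temperature / Measured by: luminescence from enzymatic CDP-Star hydrolysis / Control set: DMSO-only wells, enzyme-free buffer wells as negative control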
# APOBEC3G inh: blocks human APOBEC3G single-stranded DNA deamination; Q9HC16; recombinant A3G, ssDNA deamination FAM/TAMRA fluorescence; inhibition, % at 20 µM; actives 0.28% (n = 330,000); AID 493012;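 active means inhibition of at least 40% at 20 µM, with no more than 30% in the related APOBEC3A deaminase screen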;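 further: plate controls were DMSO wells with A3G for no effect and wells lacking A3G enzyme for full effect; some compounds called inactive have numbers as strong as hits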
# Target sequence (Q9HC16 whole entry, looked up): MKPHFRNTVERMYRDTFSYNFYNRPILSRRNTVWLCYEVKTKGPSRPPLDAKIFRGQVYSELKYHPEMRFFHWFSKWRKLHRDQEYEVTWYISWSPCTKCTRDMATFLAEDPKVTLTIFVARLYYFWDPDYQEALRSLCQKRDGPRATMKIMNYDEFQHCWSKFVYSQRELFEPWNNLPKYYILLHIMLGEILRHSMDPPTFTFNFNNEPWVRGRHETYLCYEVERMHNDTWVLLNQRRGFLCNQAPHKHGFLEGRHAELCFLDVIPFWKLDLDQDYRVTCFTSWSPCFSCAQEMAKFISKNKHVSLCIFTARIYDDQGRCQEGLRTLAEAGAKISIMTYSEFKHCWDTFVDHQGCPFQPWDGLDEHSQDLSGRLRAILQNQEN
# mIAP block: blocks mouse intestinal alkaline phosphatase | purified mouse IAP, CDP-Star luminescence, 30 min | inhibition, % at 10 µM | actives 0.2% (n = 330,000) | AID 2806;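 active means inhibition of at least 40% at 10 µM in the primary screen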;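 further: plate controls were DMSO with enzyme for no effect and no enzyme wells for full effect; values of inactives mirror those of a sister screen read the other way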
# A3A deaminase: blocks human APOBEC3A ssDNA deamination; P31941; recombinant A3A, FAM/TAMRA ssDNA deamination fluorescence; inhibition, % at 20 µM; actives 0.41% (n = 330,000); AID 493011;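 active means at least 40% inhibition at 20 µM here, with at most 30% in a related deaminase screen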;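 further: plate controls were A3A with DMSO for no effect and wells lacking A3A enzyme for full effect; some results filed as inactive read as strong as hits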
# Target sequence (P31941 whole entry, looked up): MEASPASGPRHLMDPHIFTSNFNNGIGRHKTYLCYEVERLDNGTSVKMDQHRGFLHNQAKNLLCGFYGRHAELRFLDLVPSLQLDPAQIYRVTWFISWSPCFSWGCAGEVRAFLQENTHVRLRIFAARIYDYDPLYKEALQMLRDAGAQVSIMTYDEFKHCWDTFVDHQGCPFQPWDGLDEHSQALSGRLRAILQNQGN
# NALP3 yeast inh: blocks the NALP3 inflammasome reconstituted in yeast; Yeast reconstituted NLRP3/ASC/caspase-1, beta-gal luminescence, 24 h; actives 0.39% (n = 330,000); inhibition, % at 10 µM;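 active means inhibition of 50% or more; inactive means inhibition below 50%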;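 further: plate controls were induced DMSO wells for no effect and uninduced yeast grown without galactose for full effect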
# hIAP block: blocks human intestinal alkaline phosphatase | purified IAP, CDP-Star luminescence, 30 min | inhibition, % at 10 µM | actives 0.12% (n = 330,000) | AID 2544;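 active means inhibition reaching a set limit with compound at 10 µM in the primary screen, cut at about 35% in these data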;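 further: plate controls were DMSO wells with enzyme for no effect and no-enzyme buffer wells for full effect; values of inactives mirror those of a sister screen read the other way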
# SENP1 inh: SENP1 (human) catalytic domain inhibition | actives 0.21% (n = 360,000) | recombinant SENP1 catalytic domain, CyPet-SUMO1-YPet FRET cleavage | AID 624204 | Q9P0U3 | inhibition, % at 10 µM;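 active means inhibition at least 30% at 10 µM, raw YFP signal under a set limit, fluorescence ratio 0.5 to 1.5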;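 further: 0% = enzyme with DMSO and 100% = no enzyme wells; some results filed as inactive read as strong as hits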
# Target sequence (Q9P0U3 419-644 limits assumed): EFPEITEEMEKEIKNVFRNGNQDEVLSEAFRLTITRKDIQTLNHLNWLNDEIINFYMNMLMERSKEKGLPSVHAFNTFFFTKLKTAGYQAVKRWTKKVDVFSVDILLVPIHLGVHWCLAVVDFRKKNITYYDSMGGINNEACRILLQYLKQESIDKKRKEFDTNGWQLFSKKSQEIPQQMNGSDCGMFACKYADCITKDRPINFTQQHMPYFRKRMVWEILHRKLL
#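 Test system: recombinant human SENP1 catalytic domain, His6-tagged / Medium: pH 8 Tris buffer with EDTA, NaCl, BME, BSA, NP40, catalase / Also added: SUMO1 FRET substrate flanked by Cypet and Ypet, 25 nM / Times: 50 min reaction at room temperature / Signal: FRET, CFP and YFP emission / Control set: no-enzyme low control and enzyme-plus-DMSO high control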
# hIAP activ: human IAP activation | P09923 | purified human IAP, CDP-Star luminescence, 30 min; stronger effect = higher value; 1 = vehicle-only enzyme, 0 = enzyme-free background | activation factor at 10 µM | actives 0.16% (n = 330,000);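 active means activation factor of the enzyme at least 2-fold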; further: the source names both 10 and 20 µM as test concentration; values of inactives mirror those of a sister screen read the other way
# MIN6 prolif: inducers of beta-cell replication in MIN6 cells; actives 0.29% (n = 330,000); MIN6 cells proliferation, ATPlite luminescence, 48 h; cells starved in 0.2% serum; 100% = growth in 10% serum; proliferation, % at 10 µM;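 active means compounds whose signal lies at least 3.5 SD above the mean of all wells on their plate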;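 further: 0% = DMSO-treated cells in low-serum medium and 100% = 10% serum control; some compounds called inactive have numbers as strong as hits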
# * hit, by the source's call; . = not tested or not shown.
SMILES,mIAP act,APOBEC3G inh,mIAP block,A3A deaminase,NALP3 yeast inh,hIAP block,SENP1 inh,hIAP activ,MIN6 prolif
CCc1ccc(CN(C)CC(=O)Nc2ccccc2[N+](=O)[O-])cc1,0.93,-7,7,-1,21,-1,-2,1,0
Cc1nc(C)n(C(C)CNC(=O)c2cccc(Br)c2)n1 (configuration not stated),1,-4,-4,-7,6,5,2,0.95,-2
S=C(Nc1ccc(Oc2ccccc2)cc1)NC1CCCC1,2.7*,-6,-172,2,32,2,-1,0.98,-6
Cc1cccc(COCCN2CCN(S(=O)(=O)c3ccccc3)CCC2=O)c1,1,-8,-4,-2,3,-1,2,1,5
O=C(COc1ccc2ccc(=O)oc2c1)NC1CCCCC1,1.1,-11,-8,-2,3,-2,-7,1,1
O=C(Nc1ccc(NC(=O)c2ccco2)cc1)c1ccc2c(c1)OCO2,0.99,-4,1,-11,-2,8,-4,0.92,-1
CN(C)S(=O)(=O)c1cccc(C(=O)NCc2ccco2)c1,0.95,2,4,5,5,10,-1,0.9,-2
CNC(=O)C1CC(=O)N(CCc2ccc(OC)cc2)C(=Nc2ccc(OC)cc2)S1 (configuration not stated),0.99,-3,0,-3,-3,-13,1,1.1,-3
COc1cc(CN2CCN(C(=O)CC(C)C)CC2)cc(OC)c1O,0.92,-1,8,-2,13,-2,-3,1,-2
O=C(Sc1ccc(Cl)cc1)c1cccc(Cn2cc(C(F)(F)F)ccc2=O)c1,0.89,-4,11,1,6,-6,3,1.1,-4
O=C(Nc1ccc(F)cc1)Nc1csc2ccccc12,2.3*,-3,-132,1,35,-24,0,1.2,-4
CC(C)(C)NC(=O)C1N(c2cccnc2)C(=O)C2C(C(=O)Nc3ccccc3)C3(C)C=CC21O3 (configuration not stated),1.1,2,-6,2,19,-9,2,1.1,-1
O=C(Cn1ccc(NC(=O)OCc2ccccc2)nc1=O)NCc1ccccn1,1,1,-2,-3,9,0,0,0.99,2
CCC(=O)c1ccc(OCC(=O)OCC(=O)NC2CCCCCC2)cc1,1,-10,0,1,1,8,-1,0.92,1
Cc1ccc(NC(=O)CSc2nc3ccccc3c(=O)n2CCCN2CCCCC2)cc1Cl,1.5,-5,-46,-5,9,-33,2,1.3,-7
N#C/C(=C\c1cccc(O)c1)c1nc2ccccc2o1,1.1,-5,-9,-8,19,-3,-95,1,-3
O=S(=O)(c1ccc(OCC(O)CN2CCN(c3ccccc3Cl)CC2)cc1)N1CCOCC1 (configuration not stated),0.91,10,9,1,23,-13,3,1.1,2
O=C(C[C@H]1C[C@H](C(=O)N2CCOCC2)[C@@]2(CCC3CCCC3)c3[nH]c4cc(-c5ccco5)ccc4c3CCN2C1=O)NCCN1CCOCC1,1.1,0,-5,0,.,.,-29,.,.
Cc1ccc(C(=O)COC(=O)C2C3C=CC(C3)C2C(=O)OCC(=O)c2ccc(C)c(C)c2)cc1C (configuration not stated),1,-8,0,-6,8,4,2,0.96,-5
O=c1[nH]c2ccccc2cc1CN(CC1CCCO1)S(=O)(=O)c1ccccc1 (configuration not stated),1,-5,-2,0,11,8,2,0.92,-1
O=C(CN1CCS(=O)(=O)CC1)NNC(=O)C1CCCCC1,0.89,-5,11,-2,8,-3,3,1,-1
CCOC(=O)c1c(C)oc2c1c(C=NCCC(=O)O)c(O)c1ccccc12,0.97,0,3,-1,16,7,-32,0.93,-1
O=C(Nc1cccc(/C=C/c2ccccn2)c1)c1cc(Cl)ccn1,0.96,-13,4,-1,3,15,0,0.85,0
Cc1ccc(OCC(=O)NCCNC(=O)COc2ccc(C)cc2)cc1,1,-11,-4,0,21,-4,-1,1,0
CC(=O)c1sc(NC(=O)CSCc2c(C)noc2C)nc1-c1ccccc1,1,-2,-4,-2,5,-4,2,1,-3

# (next part)
SMILES,mIAP act,APOBEC3G inh,mIAP block,A3A deaminase,NALP3 yeast inh,hIAP block,SENP1 inh,hIAP activ,MIN6 prolif
O=C(NCc1ccc(F)cc1)C(=O)NCC1OCCN1S(=O)(=O)c1cccs1 (configuration not stated),0.89,-2,11,-3,9,18,-2,0.81,2
COCCCNC(=O)Cn1ncc2c(=O)oc3ccccc3c21,1,-1,-1,0,-29,-8,3,1.1,-3
Cc1cc(C)nc(N/N=C/c2cn[nH]c2-c2ccc(F)cc2)n1,1,-14,-3,-4,0,-6,-9,1.1,2
O=C1CCCN1Cc1ccccc1,0.97,-4,3,0,6,-2,2,1,0
CCO[C@@H]1OC(C(=O)NCc2nc3ccccc3[nH]2)=C[C@H](c2ccccc2)[C@H]1CCCO,1,-8,-5,-1,18,9,1,0.91,1
O=C(CSc1nnc(Cn2c(=O)sc3ccccc32)n1-c1ccccc1)N1CCOCC1,1.1,1,-12,2,8,-26,1,1.3,1
O=C1N=C2SCCN2/C1=C\c1c(Cl)cccc1Cl,0.72,0,28,0,-5,3,2,0.97,-1
O=C(COC(=O)CSc1ccc(F)cc1)NCC1CCCCC1,0.91,-5,9,-1,17,4,6,0.96,-2
CN(C)C(=O)c1cc2cc([N+](=O)[O-])ccc2s1,0.99,-3,1,-4,15,-11,0,1.1,-2
CON/C=C(\C=Nc1ccc(Cl)cc1Cl)c1ncc(C(F)(F)F)cc1Cl,0.89,-6,11,-2,16,6,3,0.94,-2
COC(=O)C(C(=O)OC)c1ncccc1[N+](=O)[O-],1.1,-5,-6,0,5,-16,2,1.2,-1
COc1cc(C2C(C(=O)c3ccc(C)o3)=C(O)C(=O)N2Cc2cccnc2)ccc1O (configuration not stated),1,-1,0,-2,-6,-10,0,1.1,-3
O=C(Nc1cccc(C(F)(F)F)c1)c1cc2c(=O)c3ccccc3oc2nc1C(F)(F)F,0.84,1,16,3,11,2,-2,0.97,-4
CC(=O)NCc1ccc(S(=O)(=O)N/N=C/c2ccc(Br)cc2)cc1,1,-5,0,-2,16,13,2,0.87,-2
CCOC(=O)CSc1nnnn1-c1cc(OC)c(Cl)cc1OC,1.1,-3,-6,-3,-17,5,-1,0.95,2
Cc1ccc(Nc2[nH]c(=O)c3ccccc3c2C(=O)c2ccccc2)cc1,0.93,-2,7,1,14,-8,.,1.1,-1
COc1cc(/C=C2\SC(c3ccc(C)cc3)=NC2=O)ccc1O,0.7,0,30,-4,18,-14,0,1.1,-4
O=C(NCc1ccccc1Br)c1cccc2c1C(=O)c1ccc(N3CCC(Cc4ccccc4)CC3)cc1S2(=O)=O,0.96,-5,4,-2,4,15,-31,0.85,-3
CCCc1nc(NCc2ccc3c(c2)OCO3)c2nnn(Cc3ccccc3Cl)c2n1,0.94,-7,6,-5,20,-2,-1,1,-7
N#Cc1nc(COc2ccccc2F)oc1N1CCCCCC1,0.94,-3,6,-1,27,13,2,0.87,3
O=C(/C=C1\SC(=O)N(CC(=O)Nc2ccc(Cl)cc2)C1=O)Nc1ccc(F)cc1,0.98,-7,2,-2,9,7,1,0.93,0
COC(=O)c1ccc(CN2CCCC(CO)(Cc3ccc(F)cc3F)C2)cc1 (configuration not stated),0.9,-8,10,-4,19,16,-12,0.84,-4
O=C(CCc1nnc(CCCCc2ccccc2)o1)NC1CCCC1,1.1,-2,-7,1,6,-17,4,1.2,1
CCN(CC)c1ccc(/C=C(\C#N)C(N)=S)cc1,0.74,-21,26,-17,15,16,-34,0.84,-2
CCOc1ccc(NC(=O)CSCc2cnn(-c3ccccc3)c2-n2cccc2)cc1,1.1,-10,-14,-3,8,-18,0,1.2,-4

# Continuation.
SMILES,mIAP act,APOBEC3G inh,mIAP block,A3A deaminase,NALP3 yeast inh,hIAP block,SENP1 inh,hIAP activ,MIN6 prolif
CCCCN(C(=O)/C=C/c1ccco1)c1c(N)n(Cc2ccccc2)c(=O)[nH]c1=O,0.91,1,9,3,12,1,-4,0.99,-3
CCC(COC(C)=O)Nc1nc2c([nH]1)c(=O)n(C)c(=O)n2C (configuration not stated),0.94,-7,6,-5,8,10,-2,0.9,2
O=C(O)/C(=C\c1ccccc1Cl)c1ccc(S(=O)(=O)N2CCCCC2)s1,1,-5,-1,-2,20,12,-3,0.88,-4
O=C(c1ccc(S(=O)(=O)N2CCOCC2)cc1)N1CCN(c2cccc(Cl)c2)CC1,0.96,-4,4,1,23,8,2,0.92,-1
O=C(N/N=C/c1ccc(OC(=O)c2ccco2)cc1)c1ccccn1,0.84,-6,16,-1,13,-20,1,1.2,-1
COc1ccccc1C1C(C(=O)c2ccco2)=C(O)C(=O)N1c1cc(C)on1 (configuration not stated),0.89,-4,11,-7,-1,-10,0,1.1,3
Cc1noc(C)c1C(=O)OCC(=O)Nc1ccccc1C(=O)NC(C)c1ccccc1 (configuration not stated),1,-1,-3,-3,16,16,2,0.84,-2
O=C(NNC(=S)NCCCN1CCOCC1)c1ccncc1,0.97,-7,3,-3,28,-5,1,1.1,3
COc1ccc(C2=NCC(CSc3nnc(-c4ccc5c(c4)OCO5)o3)S2)cc1 (configuration not stated),0.89,-3,11,1,23,18,1,0.82,-6
COC(=O)c1sc2nc[nH]c(=O)c2c1C,0.96,-6,4,-8,10,-1,-12,1,-3
Cc1ccc(C)c(C(=O)N(C)CC(=O)Nc2ccccc2C(F)(F)F)c1,1,-10,-4,-1,5,-18,3,1.2,0
CCC(Oc1ccc(C)c(C)c1)C(=O)N1CCCN(C)CC1 (configuration not stated),1,-5,-3,-2,-1,-2,1,1,-4
Fc1ccc(NC(=S)N2CCCC2)cc1,0.99,-4,1,-3,8,9,-2,0.91,-1
C=CCN(Cc1nc(-c2ccc(OC)cc2)no1)C(=O)c1ccc2c(c1)OCO2,0.92,-8,8,-3,26,23,1,0.77,-3
Cc1ccc(-n2c(=O)c3sccc3n(Cc3cc(=O)n4cc(Cl)ccc4n3)c2=O)cc1F,1,-3,-3,-1,-2,13,-1,0.87,0
CCN1C(=O)[C@H]2[C@@H](c3ccc(-c4ccc(F)cc4)c(OC)c3)N3CCCC[C@@]3(C(=O)OC)[C@H]2C1=O,0.91,2,9,-1,7,-4,2,1,-6
NC(=O)c1cc([N+](=O)[O-])ccc1NCc1ccc(O)cc1,1,14,-4,3,2,8,-1,0.92,7
Cc1ccc(S(=O)(=O)NNC(=O)C2CC=CCC2C(=O)O)cc1 (configuration not stated),0.99,-5,1,-5,6,-11,0,1.1,-1
O=C(NCC(=O)N(CCc1ccccc1)C(C(=O)NC1CCCCC1)c1ccncc1)c1ccco1 (configuration not stated),0.94,1,6,0,9,14,2,0.86,0
COC(=O)C1=C(C)N(Cc2ccccc2)C(=O)N[C@H]1CCc1ccccc1,0.96,-5,4,0,-2,5,-3,0.95,-4
C=CCn1c(C(C)NC(=O)c2ccccc2C)n[nH]c1=S (configuration not stated),0.98,-3,2,2,11,-2,1,1,-3

# Structures listed so far that bear a hit mark in mIAP act.
Molecule	mIAP act	APOBEC3G inh	mIAP block	A3A deaminase	NALP3 yeast inh	hIAP block	SENP1 inh	hIAP activ
S=C(Nc1ccc(Oc2ccccc2)cc1)NC1CCCC1	2.7*	-6	-172	2	32	2	-1	0.98
O=C(Nc1ccc(F)cc1)Nc1csc2ccccc12	2.3*	-3	-132	1	35	-24	0	1.2

# Only part of the results is shown; the hit share may differ from the screen's.
